Bioassay records as filed in PubChem.
Bim-Bcl-B – disrupts Bim peptide binding to human Bcl-B; hit rate 0.073% among 190,000; inhibition, % at 10 µM; bead-based flow cytometry;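 note: 0% = tracer peptide without compound and 100% = reference inhibitor peptide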
Target sequence (Q9HD36 whole entry, looked up): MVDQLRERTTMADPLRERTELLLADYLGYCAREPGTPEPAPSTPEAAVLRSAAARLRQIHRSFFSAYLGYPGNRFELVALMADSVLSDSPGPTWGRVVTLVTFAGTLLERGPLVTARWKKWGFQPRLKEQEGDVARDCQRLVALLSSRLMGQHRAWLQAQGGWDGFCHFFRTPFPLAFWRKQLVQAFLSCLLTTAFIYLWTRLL
Bcl-XL Bim block – human Bim-Bcl-XL interaction inhibition; Q07817; Bim peptide-Bcl-XL binding, bead flow cytometry, fluorescence; inhibition, % at 10 µM; hit rate 0.04% among 190,000; AID 1007
Target sequence (Q07817 whole entry, looked up): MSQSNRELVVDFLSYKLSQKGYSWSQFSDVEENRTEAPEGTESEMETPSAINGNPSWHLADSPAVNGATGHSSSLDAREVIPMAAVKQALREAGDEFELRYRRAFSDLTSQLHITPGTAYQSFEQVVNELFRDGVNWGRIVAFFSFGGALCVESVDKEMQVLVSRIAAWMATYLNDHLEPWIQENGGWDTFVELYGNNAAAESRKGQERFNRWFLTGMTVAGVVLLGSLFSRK
Bfl-1 Bim block – inhibitors of Bim-Bfl-1 interaction, human; Q16548; inhibition, % at 10 µM; hit rate 0.12% among 190,000; Bead-based flow cytometry, Bim-Bfl-1 binding inhibition;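 note: 0% = wells without compound plus tracer and 100% = blocker peptide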
ABCG2 inh – inhibitors of human ABCG2 transporter, ABCB1 counter-screen. Q9UNQ0. IgMXP3 cells, JC-1 efflux, flow cytometry. inhibition, % at 6.6 µM. hit rate 0.1% among 190,000. AID 1325;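 active = inhibition above 80%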;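 note: 0% = DMSO and 100% = nicardipine control wells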
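Test system: IgMXP3 (ABCG2) plus far-red-tagged CCRF-Adr (ABCB1) cells / Amount: 3 million cells/mL in well / Reagent: JC-1 transporter substrate / Timing: 10 min compound exposure, 25 °C / Signal: flow cytometry, 530 nm JC-1 signal / Read-out: percent efflux inhibition, scaled nicardipine 100% to DMSO 0% / Benchmarks: nicardipine as high control, DMSO as low control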
RGS8-Gao – regulators of human RGS8-Galphao interaction. multiplexed bead flow cytometry, RGS8-Galphao binding; actives lie on both sides. hit rate 0.34% among 220,000. P09471. response (percent of control binding), % at 10 µM; in the data active = response below about 60% or above about 140%; inactive = in between;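 note: Galphao activated as the GDP aluminium fluoride complex binding bead-coupled RGS8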
ABCB1 block – human ABCB1 inhibition, ABCG2 as counter-screen. CCRF-Adr cells, JC-1 efflux, flow cytometry. inhibition, % at 6.6 µM. AID 1326. hit rate 0.067% among 190,000; in the data active = inhibition above about 40%;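 note: 0% = vehicle and 100% = reference inhibitor; higher value means more JC-1 retained so stronger ABCB1 efflux block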
RGS7-Gao reg – modulates binding of RGS7 to human Galphao | P09471 | Multiplexed bead flow cytometry; actives lie on both sides | binding response (% of control), % at 10 µM | hit rate 0.35% among 220,000 | AID 1439; in the data active = binding response below about 49% or above about 150%; inconclusive = no clear call, values can overlap the other calls; inactive = in between;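 note: fluorescent Galphao held in activated GDP-AlF4 state binding bead-coupled RGS7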
Mcl-1 Bim block – human Bim-Mcl-1 interaction inhibition. hit rate 0.1% among 190,000. Bead-based flow cytometry, Bim peptide-Mcl-1 binding. AID 1009. Q07820. inhibition, % at 10 µM;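 note: 0% = no compound tracer wells and 100% = peptide blocker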
Bim-Bcl-2 – human Bim-Bcl-2 interaction inhibition. P10415. Bead-based flow cytometry, Bim peptide-Bcl-2 binding. inhibition, % at 10 µM. hit rate 0.06% among 190,000; in the data active = inhibition above about 40%; inconclusive = no clear call, values can overlap the other calls;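 note: 0% = no compound wells with probe peptide and 100% = reference peptide inhibitor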
Target sequence (P10415 whole entry, looked up): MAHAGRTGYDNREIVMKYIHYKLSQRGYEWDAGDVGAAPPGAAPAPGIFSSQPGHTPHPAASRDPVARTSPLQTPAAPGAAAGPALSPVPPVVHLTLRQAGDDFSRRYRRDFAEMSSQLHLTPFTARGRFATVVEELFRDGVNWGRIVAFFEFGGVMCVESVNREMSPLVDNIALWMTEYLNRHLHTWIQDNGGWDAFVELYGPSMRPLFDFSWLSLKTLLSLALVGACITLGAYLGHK
RGS4-Gao reg – modulates binding of RGS4 to human Galphao; binding response (% of control), % at 10 µM; AID 1415; hit rate 0.33% among 220,000; Multiplexed bead flow cytometry; actives lie on both sides; P09471; in the data active = binding response below about 49% or above about 150%; inactive = in between;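 note: fluorescent Galphao activated with aluminum fluoride binding bead-coupled RGS4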
Bcl-W Bim block – inhibitors of Bim-Bcl-W interaction, human; inhibition, % at 10 µM; bead-based flow cytometry, Bim peptide-Bcl-W binding; hit rate 0.02% among 190,000; Q92843;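 note: 0% = bound tracer without compound and 100% = peptide blocker; higher means less fluorescent Bim peptide bound to Bcl-W beads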
Target sequence (Q92843 whole entry, looked up): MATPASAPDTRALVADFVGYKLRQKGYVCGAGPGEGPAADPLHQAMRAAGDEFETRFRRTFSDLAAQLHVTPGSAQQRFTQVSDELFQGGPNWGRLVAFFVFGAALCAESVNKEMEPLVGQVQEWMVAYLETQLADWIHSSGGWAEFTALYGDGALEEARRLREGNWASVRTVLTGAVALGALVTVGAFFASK
The depositor's hits bear a star. Cut-off read from the data, not from the text of the source, unless noted: active = inhibition above about 40%.

`COC(=O)c1cn(NC(=O)c2ccc(F)cc2)c(=O)c2ccccc12` gave Bim-Bcl-B 2, Bcl-XL Bim block -2, Bfl-1 Bim block -1, ABCG2 inh 1, RGS8-Gao 106, ABCB1 block 0.3, RGS7-Gao reg 105, Mcl-1 Bim block 0, Bim-Bcl-2 0, RGS4-Gao reg 105 and Bcl-W Bim block 0.
`Cc1ccc2c(c1)N(CCC(=O)NCc1cccs1)C(=O)C(C)O2` (stereo unspecified) gave Bim-Bcl-B -8, Bcl-XL Bim block -7, Bfl-1 Bim block -13, ABCG2 inh 5, RGS8-Gao 98, ABCB1 block 0.9, RGS7-Gao reg 99, Mcl-1 Bim block -2, Bim-Bcl-2 -14, RGS4-Gao reg 98 and Bcl-W Bim block -2.
For CN(C)C(=O)N1CCC(C(=O)NC2CCCCCCC2)CC1 the results were Bim-Bcl-B 0, Bcl-XL Bim block 4, Bfl-1 Bim block -7, ABCG2 inh 0, RGS8-Gao 99, ABCB1 block 0.1, RGS7-Gao reg 98, Mcl-1 Bim block 67*, Bim-Bcl-2 -4, RGS4-Gao reg 97 and Bcl-W Bim block 6.
For O=C(O)CCCC(=O)Nc1ccc(Br)cc1 the results were Bim-Bcl-B -9, Bcl-XL Bim block -9, Bfl-1 Bim block -15, ABCG2 inh -1, RGS8-Gao 100, ABCB1 block -0.4, RGS7-Gao reg 102, Mcl-1 Bim block -2, Bim-Bcl-2 -11, RGS4-Gao reg 102 and Bcl-W Bim block -1.
COc1ccc(-c2nc(CSCC(=O)NCc3ccc4c(c3)OCO4)c(C)o2)cc1OC was read as Bim-Bcl-B -2, Bcl-XL Bim block 0, Bfl-1 Bim block -8, ABCG2 inh -5, RGS8-Gao 102, ABCB1 block -2.2, RGS7-Gao reg 99, Mcl-1 Bim block 0, Bim-Bcl-2 -5, RGS4-Gao reg 102 and Bcl-W Bim block 3.
Screening Cc1ccccc1-c1nsc(SCC(=O)Nc2ccc3c(c2)OCO3)n1 returned Bim-Bcl-B -9, Bcl-XL Bim block -7, Bfl-1 Bim block -7, ABCG2 inh -1, RGS8-Gao 99, ABCB1 block -0.3, RGS7-Gao reg 99, Mcl-1 Bim block -3, Bim-Bcl-2 -6, RGS4-Gao reg 98 and Bcl-W Bim block -5.
`CS(=O)(=O)N1CCN(Cc2ccc(C(F)(F)F)cc2)CC1` gave Bim-Bcl-B -11, Bcl-XL Bim block -6, Bfl-1 Bim block -15, ABCG2 inh 5, RGS8-Gao 104, ABCB1 block 0.8, RGS7-Gao reg 105, Mcl-1 Bim block 0, Bim-Bcl-2 -8, RGS4-Gao reg 102 and Bcl-W Bim block 4.
Screening CC(=O)c1ccc(N2CCN(C(=O)c3ccc4c(Cl)c5c(nc4c3)CCCC5)CC2)cc1 returned Bim-Bcl-B -6, Bcl-XL Bim block -1, Bfl-1 Bim block -7, ABCG2 inh 1, RGS8-Gao 100, ABCB1 block 2.5, RGS7-Gao reg 98, Mcl-1 Bim block -3, Bim-Bcl-2 -7, RGS4-Gao reg 93 and Bcl-W Bim block -2.
For CCCCCCNS(=O)(=O)c1nc2nc(C)cc(C)n2n1 the results were Bim-Bcl-B -3, Bcl-XL Bim block -1, Bfl-1 Bim block -12, ABCG2 inh -3, RGS8-Gao 100, ABCB1 block -2.9, RGS7-Gao reg 98, Mcl-1 Bim block 0, Bim-Bcl-2 -4, RGS4-Gao reg 100 and Bcl-W Bim block 5.
For Cc1cccc(N2N=C(C(=O)N3CC(=O)Nc4ccccc43)CCC2=O)c1 the results were Bim-Bcl-B 0, Bcl-XL Bim block 1, Bfl-1 Bim block -2, ABCG2 inh 1, RGS8-Gao 104, ABCB1 block -1.6, RGS7-Gao reg 99, Mcl-1 Bim block 0, Bim-Bcl-2 2, RGS4-Gao reg 102 and Bcl-W Bim block 0.
COc1ccccc1Cn1c(CCCO)nc2ccccc21 was read as Bim-Bcl-B -2, Bcl-XL Bim block -4, Bfl-1 Bim block -5, ABCG2 inh 0, RGS8-Gao 99, ABCB1 block 0.1, RGS7-Gao reg 97, Mcl-1 Bim block 0, Bim-Bcl-2 -5, RGS4-Gao reg 98 and Bcl-W Bim block -4.
O=C(c1ccco1)N(CCC(c1ccccc1)c1ccco1)Cc1ccc(F)cc1 (stereo unspecified) was read as Bim-Bcl-B 0, Bcl-XL Bim block -1, Bfl-1 Bim block 3, ABCG2 inh 2, RGS8-Gao 95, ABCB1 block 0.6, RGS7-Gao reg 101, Mcl-1 Bim block -5, Bim-Bcl-2 0, RGS4-Gao reg 102 and Bcl-W Bim block -2.
CCNc1nc2c(c(=O)n(Cc3ccccc3)c(=O)n2C)n1Cc1ccccc1 was read as Bim-Bcl-B -10, Bcl-XL Bim block -7, Bfl-1 Bim block -14, ABCG2 inh 20, RGS8-Gao 101, ABCB1 block 2.5, RGS7-Gao reg 100, Mcl-1 Bim block -6, Bim-Bcl-2 -9, RGS4-Gao reg 96 and Bcl-W Bim block 0.
Screening Cc1cccc2sc(NC(=O)C3CCCO3)nc12 (stereo unspecified) returned Bim-Bcl-B -6, Bcl-XL Bim block -3, Bfl-1 Bim block -13, ABCG2 inh 7, RGS8-Gao 102, ABCB1 block 0.6, RGS7-Gao reg 99, Mcl-1 Bim block 0, Bim-Bcl-2 -8, RGS4-Gao reg 101 and Bcl-W Bim block 0.
For O=C(NCc1ccc(F)cc1)c1cc2sccc2n1Cc1ccc(F)cc1 the results were Bim-Bcl-B -6, Bcl-XL Bim block -6, Bfl-1 Bim block -4, ABCG2 inh 1, RGS8-Gao 99, ABCB1 block 0.3, RGS7-Gao reg 89, Mcl-1 Bim block 0, Bim-Bcl-2 -5, RGS4-Gao reg 93 and Bcl-W Bim block -5.

2 compounds drawn at random from those above, as already listed:
For CN(C)C(=O)N1CCC(C(=O)NC2CCCCCCC2)CC1 the results were Bim-Bcl-B 0, Bcl-XL Bim block 4, Bfl-1 Bim block -7, ABCG2 inh 0, RGS8-Gao 99, ABCB1 block 0.1, RGS7-Gao reg 98, Mcl-1 Bim block 67*, Bim-Bcl-2 -4, RGS4-Gao reg 97 and Bcl-W Bim block 6.
O=C(c1ccco1)N(CCC(c1ccccc1)c1ccco1)Cc1ccc(F)cc1 (stereo unspecified) was read as Bim-Bcl-B 0, Bcl-XL Bim block -1, Bfl-1 Bim block 3, ABCG2 inh 2, RGS8-Gao 95, ABCB1 block 0.6, RGS7-Gao reg 101, Mcl-1 Bim block -5, Bim-Bcl-2 0, RGS4-Gao reg 102 and Bcl-W Bim block -2.

(further entries)
`Cn1c(=O)c2c(nc(CN3CCN(C(=O)c4ccco4)CC3)n2Cc2ccccc2F)n(C)c1=O` gave Bim-Bcl-B -8, Bcl-XL Bim block -4, Bfl-1 Bim block -9, ABCG2 inh 1, RGS8-Gao 101, ABCB1 block 1.2, RGS7-Gao reg 100, Mcl-1 Bim block -1, Bim-Bcl-2 -5, RGS4-Gao reg 103 and Bcl-W Bim block -1.
For CCCCCNC(=O)C(C#N)c1nc2ccccc2nc1N1CCCC1 (stereo unspecified) the results were Bim-Bcl-B 0, Bcl-XL Bim block 1, Bfl-1 Bim block 2, ABCG2 inh 5, RGS8-Gao 107, ABCB1 block 1.0, RGS7-Gao reg 106, Mcl-1 Bim block 2, Bim-Bcl-2 1, RGS4-Gao reg 101 and Bcl-W Bim block 2.
Cc1ccccc1CNC(=O)CN(c1cccc([N+](=O)[O-])c1)S(C)(=O)=O was read as Bim-Bcl-B -5, Bcl-XL Bim block -3, Bfl-1 Bim block -2, ABCG2 inh 5, RGS8-Gao 100, ABCB1 block 1.4, RGS7-Gao reg inconclusive, Mcl-1 Bim block 0, Bim-Bcl-2 -2, RGS4-Gao reg 102 and Bcl-W Bim block 0.
Screening Cc1ccc(NC(=O)c2ccc(OC(=O)COc3ccc(Cl)cc3C)cc2)cc1 returned Bim-Bcl-B -3, Bcl-XL Bim block -3, Bfl-1 Bim block -3, ABCG2 inh 1, RGS8-Gao 94, ABCB1 block 0.2, RGS7-Gao reg 91, Mcl-1 Bim block -3, Bim-Bcl-2 0, RGS4-Gao reg 88 and Bcl-W Bim block -3.
For CCCOc1ccc(Br)cc1/C=N/O the results were Bim-Bcl-B -5, Bcl-XL Bim block 0, Bfl-1 Bim block 0, ABCG2 inh 2, RGS8-Gao 101, ABCB1 block 0.1, RGS7-Gao reg 98, Mcl-1 Bim block -3, Bim-Bcl-2 -1, RGS4-Gao reg 101 and Bcl-W Bim block -3.
Screening OC(CNC1CCCC1)COc1ccc(-c2ccccc2)cc1 (stereo unspecified) returned Bim-Bcl-B -3, Bcl-XL Bim block -4, Bfl-1 Bim block -5, ABCG2 inh 14, RGS8-Gao 105, ABCB1 block 0.7, RGS7-Gao reg 104, Mcl-1 Bim block 0, Bim-Bcl-2 -2, RGS4-Gao reg 105 and Bcl-W Bim block -5.
Screening COc1ccc(N2CCN(C(CNC(=O)c3ccc4c(c3)OCO4)c3cccnc3)CC2)cc1 (stereo unspecified) returned Bim-Bcl-B -9, Bcl-XL Bim block -1, Bfl-1 Bim block -13, ABCG2 inh 7, RGS8-Gao 111, ABCB1 block 1.3, RGS7-Gao reg 107, Mcl-1 Bim block -2, Bim-Bcl-2 -4, RGS4-Gao reg 129 and Bcl-W Bim block -1.
For COc1ccc(NC(=O)c2ccc([N+](=O)[O-])cc2[N+](=O)[O-])c(OC)c1 the results were Bim-Bcl-B -3, Bcl-XL Bim block 0, Bfl-1 Bim block -8, ABCG2 inh 3, RGS8-Gao 97, ABCB1 block 0.3, RGS7-Gao reg 93, Mcl-1 Bim block -2, Bim-Bcl-2 -4, RGS4-Gao reg 91 and Bcl-W Bim block -1.
CCn1c(CCNC(=O)c2ccc(Cl)cc2)n[nH]c1=S was read as Bim-Bcl-B -14, Bcl-XL Bim block -4, Bfl-1 Bim block -1, ABCG2 inh -1, RGS8-Gao 104, ABCB1 block -0.4, RGS7-Gao reg 102, Mcl-1 Bim block -4, Bim-Bcl-2 0, RGS4-Gao reg 101 and Bcl-W Bim block -1.
`c1ccc(Nc2nn[nH]n2)cc1` gave Bim-Bcl-B 0, Bcl-XL Bim block 0, Bfl-1 Bim block -7, ABCG2 inh 0, RGS8-Gao 103, ABCB1 block 0.1, RGS7-Gao reg 101, Mcl-1 Bim block 0, Bim-Bcl-2 -2, RGS4-Gao reg 94 and Bcl-W Bim block 4.
COc1ccccc1/C=N/Nc1cc(N(C)C)nc(N(C)C)n1 was read as Bim-Bcl-B -5, Bcl-XL Bim block 0, Bfl-1 Bim block 0, ABCG2 inh 8, RGS8-Gao 99, ABCB1 block 1.7, RGS7-Gao reg 105, Mcl-1 Bim block 0, Bim-Bcl-2 -5, RGS4-Gao reg 101 and Bcl-W Bim block 2.
Screening O=C(CSc1nnc(CNC(=O)c2ccccc2F)o1)NCC1CCCO1 (stereo unspecified) returned Bim-Bcl-B -3, Bcl-XL Bim block 5, Bfl-1 Bim block -10, ABCG2 inh 3, RGS8-Gao 102, ABCB1 block 0.8, RGS7-Gao reg 106, Mcl-1 Bim block -1, Bim-Bcl-2 -7, RGS4-Gao reg 100 and Bcl-W Bim block 1.
For CCNC(=S)N1CCc2cc(OC)c(OC)cc2C1COc1ccccc1OC (stereo unspecified) the results were Bim-Bcl-B -16, Bcl-XL Bim block 0, Bfl-1 Bim block -4, ABCG2 inh 10, RGS8-Gao 100, ABCB1 block 5.2, RGS7-Gao reg inconclusive, Mcl-1 Bim block 1, Bim-Bcl-2 0, RGS4-Gao reg 101 and Bcl-W Bim block 0.
